yeast mlh1 rad18: NCI yeast anticancer drug screen, S. cerevisiae mlh1 rad18 strain | growth inhibition, % at 50 µM | 11% of 79,000 active | AID 175;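 note: 0% = growth of vehicle-only cultures of the same strain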
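Compound-treated yeast growth, normalised to vehicle controls. Strain bears defined DNA repair mutations.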
bub3: NCI yeast anticancer drug screen, S. cerevisiae bub3 mutant strain. growth inhibition, % at 50 µM. AID 167. 9.9% of 78,000 active;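 note: 0% = growth of vehicle-only cultures of the same strain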
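Compounds were applied to a genetically altered yeast strain carrying a cell-cycle control defect. Growth inhibition was scored against vehicle-treated controls.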
cln2 rad14: NCI yeast anticancer drug screen, S. cerevisiae cln2 rad14 strain. 8.3% of 78,000 active. % growth inhibition at 50 µM;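 note: 0% = growth of vehicle-only cultures of the same strain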
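Readout is yeast growth inhibition versus vehicle-treated controls, using a strain with cln2 and rad14 alterations exposed to compound.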
mec2-1: NCI yeast anticancer drug screen, S. cerevisiae mec2-1 strain; AID 157; growth inhibition, % at 50 µM; 9% of 79,000 active;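 note: 0% = growth of vehicle-only cultures of the same strain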
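Using mec2-1 yeast: add compound, measure growth, express inhibition versus vehicle-treated cultures.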
yeast rad50: NCI yeast anticancer drug screen, S. cerevisiae rad50 strain. growth inhibition, % at 50 µM. 10% of 79,000 active;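 note: 0% = growth of vehicle-only cultures of the same strain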
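Compounds were tested on a yeast strain with an engineered DNA damage repair alteration; the reported value is growth inhibition normalised to vehicle treatment.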
yeast sgs1 mgt1: NCI yeast anticancer drug screen, S. cerevisiae sgs1 mgt1 strain; % growth inhibition at 50 µM; 10% of 78,000 active; AID 161;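 note: 0% = growth of vehicle-only cultures of the same strain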
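Growth of a repair-deficient yeast mutant was monitored after compound treatment and expressed as inhibition relative to vehicle-treated cultures.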
* hit, by the source's call; & = joins results of further samples; ! = not active in a repeat. Cut-off read from the data, not from the text of the source: active = growth inhibition above about 70%; inactive = the rest. These rows are one share of the data. The share of hits here may be higher or lower than overall.

Screening CCCCCCCCCC[C@@H](O)[C@@H]1CC[C@H]([C@H]2CC[C@@H]([C@@H](O)CCCCCCCCCC[C@H]3CC(CC(C)=O)C(=O)O3)O2)O1 (some centres undefined) returned yeast mlh1 rad18 1.4, bub3 9.1, cln2 rad14 -12.5, mec2-1 -11.6, yeast rad50 7.2 and yeast sgs1 mgt1 -5.6.
Screening CC1=C(O)C(=O)C=C2C1=CC=C1[C@@]2(C)CCC2(C)[C@@H]3C[C@@H](C)C(=O)C[C@]3(C)CC[C@]12C (some centres undefined) returned yeast mlh1 rad18 88.2*, bub3 87.9*, cln2 rad14 86.5*, mec2-1 90.5*, yeast rad50 88.3* and yeast sgs1 mgt1 87.3*.
For N.N.N.O=N[O-].O=N[O-].O=N[O-].[Co+3] the results were yeast mlh1 rad18 -10.4, bub3 6.5, cln2 rad14 18.6, mec2-1 9.7, yeast rad50 -2.0 and yeast sgs1 mgt1 -6.2.
`Cc1cc(Cl)ccc1NC(=O)/C(CC(=O)CC(c1ccccc1)c1c(O)c2ccccc2oc1=O)=N\O` (centres undefined) gave yeast mlh1 rad18 -5.8, bub3 -29.1, cln2 rad14 -37.6, mec2-1 -8.4, yeast rad50 -14.9 and yeast sgs1 mgt1 3.0.
For CSc1nncc(=O)[nH]1.[Hg] the results were yeast mlh1 rad18 99.2*, bub3 99.2*, cln2 rad14 99.2*, mec2-1 99.5*, yeast rad50 99.2* and yeast sgs1 mgt1 99.5*.
Screening NC(=O)c1c[se]c(C2OC(CO)C(O)C2O)n1 (centres undefined) returned yeast mlh1 rad18 -9.9, bub3 -14.8, cln2 rad14 -3.2, mec2-1 -8.8, yeast rad50 -13.1 and yeast sgs1 mgt1 -9.8.
`O=C(/C=C(\c1ccccc1)N1CC1)c1ccccc1` gave yeast mlh1 rad18 67.5, bub3 63.9, cln2 rad14 0.6, mec2-1 59.8, yeast rad50 62.5 and yeast sgs1 mgt1 17.2.
Screening CO[C@@]12[C@@H]3N[C@@H]3CN1C1=C(C(=O)C(NCCC#N)=C(C)C1=O)[C@@H]2COC(N)=O returned yeast mlh1 rad18 55.6, bub3 -5.3, cln2 rad14 10.6, mec2-1 13.2, yeast rad50 -15.8 and yeast sgs1 mgt1 -13.1.
`NC(=O)/C=C/C(=O)O` (tested in a mixture with another compound) gave yeast mlh1 rad18 17.5, bub3 95.7*, cln2 rad14 23.1, mec2-1 66.5, yeast rad50 -5.5 and yeast sgs1 mgt1 7.2.
[C-]#[O+].[C-]#[O+].[C-]#[O+].[Mo].c1ccc(P(CC[PH+](CC[PH+](CC[PH+](c2ccccc2)c2ccccc2)c2ccccc2)c2ccccc2)c2ccccc2)cc1 (centres undefined) was read as yeast mlh1 rad18 44.1, bub3 32.5, cln2 rad14 37.7, mec2-1 27.5, yeast rad50 30.8 and yeast sgs1 mgt1 43.4.
Screening CN1CCN(Cc2ccccc2)CC1CC#N (centres undefined) returned yeast mlh1 rad18 -30.9, bub3 2.6, cln2 rad14 -0.2, mec2-1 -34.8, yeast rad50 -17.3 and yeast sgs1 mgt1 -24.1.
`CCOP(=O)(Cc1ccc(Cl)cc1)OCC` gave yeast mlh1 rad18 8.1, bub3 15.2, cln2 rad14 21.4, mec2-1 7.9, yeast rad50 33.8 and yeast sgs1 mgt1 17.6.
O=P(c1ccccc1)(c1ccccc1)C(O)C(Cl)(Cl)Cl (centres undefined) was read as yeast mlh1 rad18 1.5, bub3 10.4, cln2 rad14 -26.3, mec2-1 0.4, yeast rad50 0.8 and yeast sgs1 mgt1 21.3.
For O=C1C=CC(=O)C(Br)C1Br (centres undefined) the results were yeast mlh1 rad18 66.2, bub3 71.2*, cln2 rad14 19.1, mec2-1 35.3, yeast rad50 26.1 and yeast sgs1 mgt1 46.3.
`O=C(O)C(O)C(Cl)(Cl)Cl` (centres undefined) gave yeast mlh1 rad18 9.2, bub3 -4.8, cln2 rad14 5.0, mec2-1 31.4, yeast rad50 17.1 and yeast sgs1 mgt1 17.4.

Continued, overlapping the part above by 4 compounds.
`CCOP(=O)(Cc1ccc(Cl)cc1)OCC` gave yeast mlh1 rad18 8.1, bub3 15.2, cln2 rad14 21.4, mec2-1 7.9, yeast rad50 33.8 and yeast sgs1 mgt1 17.6.
O=P(c1ccccc1)(c1ccccc1)C(O)C(Cl)(Cl)Cl (centres undefined) was read as yeast mlh1 rad18 1.5, bub3 10.4, cln2 rad14 -26.3, mec2-1 0.4, yeast rad50 0.8 and yeast sgs1 mgt1 21.3.
For O=C1C=CC(=O)C(Br)C1Br (centres undefined) the results were yeast mlh1 rad18 66.2, bub3 71.2*, cln2 rad14 19.1, mec2-1 35.3, yeast rad50 26.1 and yeast sgs1 mgt1 46.3.
`O=C(O)C(O)C(Cl)(Cl)Cl` (centres undefined) gave yeast mlh1 rad18 9.2, bub3 -4.8, cln2 rad14 5.0, mec2-1 31.4, yeast rad50 17.1 and yeast sgs1 mgt1 17.4.
For O=C1C2CC=CC2C1(Cl)Cl (centres undefined) the results were yeast mlh1 rad18 7.7, bub3 13.3, cln2 rad14 2.1, mec2-1 -10.4, yeast rad50 8.3 and yeast sgs1 mgt1 8.3.
For COC(=O)C(CCCN=C(N)N[N+](=O)[O-])NC(=O)c1ccc2c(c1O)C(=O)c1ccccc1C2=O (centres undefined) the results were yeast mlh1 rad18 66.2, bub3 14.5, cln2 rad14 47.9, mec2-1 28.7, yeast rad50 71.6* and yeast sgs1 mgt1 68.6.
For CC(=O)C(C(C)=O)C(C)=O.[Cr] the results were yeast mlh1 rad18 6.5, bub3 -16.1, cln2 rad14 11.1, mec2-1 -15.1, yeast rad50 4.8 and yeast sgs1 mgt1 -3.6.
COc1cccc(-n2c(=S)[nH]c3ccccc3c2=O)c1 was read as yeast mlh1 rad18 16.2, bub3 24.6, cln2 rad14 3.8, mec2-1 -4.6, yeast rad50 8.3 and yeast sgs1 mgt1 31.1.
Nc1ccc2cc(Br)ccc2c1 was read as yeast mlh1 rad18 57.4, bub3 45.9, cln2 rad14 31.1, mec2-1 30.6, yeast rad50 75.5* and yeast sgs1 mgt1 46.6.
Screening Cc1ccc(C)c(NP(=O)(Nc2cc(C)ccc2C)N(CCCl)CCCl)c1 returned yeast mlh1 rad18 -8.6, bub3 9.8, cln2 rad14 8.1, mec2-1 -4.4, yeast rad50 30.2 and yeast sgs1 mgt1 30.2.
Screening CC(O)c1ccc(Br)cc1 (centres undefined) returned yeast mlh1 rad18 16.0, bub3 -1.4, cln2 rad14 -72.4, mec2-1 13.3, yeast rad50 -8.0 and yeast sgs1 mgt1 3.5.
ClC(C[n+]1ccccc1)c1ccccc1 (centres undefined) was read as yeast mlh1 rad18 4.6&60.6, bub3 11.1&26.4, cln2 rad14 7.5&-2.5, mec2-1 -1.2&34.2, yeast rad50 71.0*! and yeast sgs1 mgt1 -1.8&64.4.
COC(=O)C(CC(=O)N[N+](=O)[O-])NC(=O)C(CSC(c1ccccc1)(c1ccccc1)c1ccccc1)NC(=O)OCc1ccccc1 (centres undefined) was read as yeast mlh1 rad18 29.3, bub3 -8.1, cln2 rad14 -15.1, mec2-1 11.7, yeast rad50 -3.4 and yeast sgs1 mgt1 -4.2.
C[C@]12CC[C@H](O)CC1=CC[C@@H]1[C@@H]2CC[C@]2(C)C(=O)CC[C@@H]12 was read as yeast mlh1 rad18 87.7*, bub3 86.2*, cln2 rad14 88.5*, mec2-1 87.8*, yeast rad50 88.5* and yeast sgs1 mgt1 88.1*.
CP(C)C.[Ag][I] was read as yeast mlh1 rad18 -2.4, bub3 -9.3, cln2 rad14 -41.2, mec2-1 -7.8, yeast rad50 -26.4 and yeast sgs1 mgt1 -0.1.
`NNC(=O)c1cc([N+](=O)[O-])c(O)c([N+](=O)[O-])c1` gave yeast mlh1 rad18 -5.5, bub3 11.8, cln2 rad14 7.4, mec2-1 -14.8, yeast rad50 -9.8 and yeast sgs1 mgt1 8.3.
`CC1CC2C(CCC3(C)C2CC2(CC2)C3(C)O)C2(C)CCC(O)CC12O` (centres undefined) gave yeast mlh1 rad18 1.9, bub3 -7.3, cln2 rad14 -50.0, mec2-1 8.6, yeast rad50 12.6 and yeast sgs1 mgt1 19.9.
For [C-]#[O+].[C-]#[O+].[C-]#[O+].[C-]#[O+].[C-]#[O+].[Mo+2].[Mo+4].[c-]1[c-][c-][cH-][c-]1.[c-]1[c-][c-][cH-][c-]1.c1ccc([PH+](CC[PH+](c2ccccc2)c2ccccc2)c2ccccc2)cc1 the results were yeast mlh1 rad18 90.5*, bub3 92.3*, cln2 rad14 92.0*, mec2-1 93.0*, yeast rad50 90.5* and yeast sgs1 mgt1 92.3*.
CC(=O)OC1=CCC2(C)C(CCC3C4CCC(OC(C)=O)C4(C)CCC32)C1=O (centres undefined) was read as yeast mlh1 rad18 85.3*, bub3 73.5*, cln2 rad14 72.3*, mec2-1 79.4*, yeast rad50 87.5* and yeast sgs1 mgt1 87.5*.
For CCC1CCC2CCCC(C)N12 (centres undefined) the results were yeast mlh1 rad18 7.8, bub3 8.2, cln2 rad14 1.5, mec2-1 4.2, yeast rad50 9.1 and yeast sgs1 mgt1 -3.2.
For Brc1ccc(N2C[N+](c3ccc(Br)cc3)=NC(c3ccccc3)=N2)cc1 the results were yeast mlh1 rad18 98.3*!, bub3 98.5*!, cln2 rad14 98.5*!, mec2-1 97.8*!, yeast rad50 97.5*! and yeast sgs1 mgt1 98.5*!.
For O=[N+]([O-])c1ccc(N2CCC(CCCC3CCN(c4ccc([N+](=O)[O-])cc4[N+](=O)[O-])CC3)CC2)c([N+](=O)[O-])c1 the results were yeast mlh1 rad18 68.3, bub3 84.3*, cln2 rad14 46.2, mec2-1 48.5, yeast rad50 75.0* and yeast sgs1 mgt1 87.5*.
BrCc1cccc2cccnc12 was read as yeast mlh1 rad18 11.8, bub3 -0.2, cln2 rad14 1.6, mec2-1 8.1, yeast rad50 9.8 and yeast sgs1 mgt1 10.6.
`O=C(c1ccccc1)c1c(CC(O)c2ccncc2)n(C(=O)c2ccccc2)c2ccccc12` (centres undefined) gave yeast mlh1 rad18 93.8*, bub3 92.2*, cln2 rad14 82.7*, mec2-1 92.5*, yeast rad50 94.0* and yeast sgs1 mgt1 92.2*.
`CC(=O)[O][Sn]([CH3])([CH3])[c]1ccccc1` gave yeast mlh1 rad18 96.3*, bub3 84.2*, cln2 rad14 74.9*, mec2-1 82.8*, yeast rad50 81.2* and yeast sgs1 mgt1 92.5*.
Brc1ccc(C[N+]23CCN(CC2)CC3)cc1 was read as yeast mlh1 rad18 -16.0, mec2-1 -35.1 and yeast rad50 -14.2.
COC(=O)c1cc(Cl)ccc1OCC(=O)Nc1cccc(NC(=O)c2cccc(S(=O)(=O)F)c2)c1 was read as yeast mlh1 rad18 17.4, bub3 -1.3, cln2 rad14 10.9, mec2-1 1.6, yeast rad50 38.5 and yeast sgs1 mgt1 17.2.
Screening c1c(N2CCOCC2)ssc1=[N+]1CCOCC1 returned yeast mlh1 rad18 82.7*, bub3 51.5, cln2 rad14 20.7, mec2-1 51.1, yeast rad50 54.5 and yeast sgs1 mgt1 69.1.
CC[C@@]1(O)C(=O)OCc2c1cc1n(c2=O)Cc2cc3ccccc3nc2-1 was read as yeast mlh1 rad18 81.7*, bub3 78.5*, cln2 rad14 58.0, mec2-1 88.2*, yeast rad50 86.9* and yeast sgs1 mgt1 81.7*.
Cc1ccc(Cl)c([N+](=O)[O-])c1 was read as yeast mlh1 rad18 -9.8, bub3 -20.1, cln2 rad14 -3.2, mec2-1 -52.5, yeast rad50 -23.7 and yeast sgs1 mgt1 -30.4.
Screening CCC1(C)C(=O)NC(=O)NC1=O returned yeast mlh1 rad18 -8.8, bub3 -10.6, cln2 rad14 -5.7, mec2-1 -8.2, yeast rad50 -5.8 and yeast sgs1 mgt1 -5.8.
Screening O=P(OCCCCl)(OCCCCl)C(Cl)(Cl)Cl returned yeast mlh1 rad18 2.1, bub3 13.7, cln2 rad14 6.8, mec2-1 -5.7, yeast rad50 -0.5 and yeast sgs1 mgt1 -5.2.
Screening Nc1cccc(SC2CC(=O)N(c3ccc(Cl)cc3C(=O)c3ccccc3)C2=O)c1 (centres undefined) returned yeast mlh1 rad18 22.9, bub3 19.9, cln2 rad14 26.4, mec2-1 -4.6, yeast rad50 16.6 and yeast sgs1 mgt1 34.2.
Screening COc1ccc2c(c1)[C@@]13CCCC[C@H]1[C@@H](C2)N(C)CC3=O returned yeast mlh1 rad18 -48.0, bub3 3.0, cln2 rad14 9.7, mec2-1 26.9, yeast rad50 41.5 and yeast sgs1 mgt1 -14.3.
Screening C=C1OC(OC)CC(N=[N+]=[N-])C1O (centres undefined) returned yeast mlh1 rad18 -15.6, bub3 2.5, cln2 rad14 -5.3, mec2-1 -2.9, yeast rad50 -14.1 and yeast sgs1 mgt1 -6.4.
`O=[P+](O)c1cccs1` gave yeast mlh1 rad18 7.8, bub3 22.7, cln2 rad14 18.6, mec2-1 -10.7, yeast rad50 -11.4 and yeast sgs1 mgt1 21.8.

Bioassay records (PubChem BioAssay)
